High-throughput results as filed in PubChem.
Eya2 phos inh – blocks the phosphatase activity of human Eya2 | actives 0.006% (n = 330,000) | O00167 | Potency, µM (top dose mostly 76.9 µM), for the others: at the highest dose activity, negative = inhibition, usual class: inhibitors | recombinant Eya2, OMFP fluorescence dephosphorylation (OMFP is methylfluorescein phosphate); further: potency means the concentration at half of the fitted maximal effect
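Eya2 (0.2 uM) preincubated 10 min at ambient with compound, then OMFP substrate added at 50 uM; 10 min reaction in 50 mM HEPES pH 7.5, 50 mM NaCl, 5 uM MgCl2, 0.05% BSA, 1 mM DTT. Fluorescence read at Ex 485/Em 525 nm.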
KCNH2 WT inh – blocks the wildtype human KCNH2 potassium channel; actives 0.37% (n = 340,000); Q12809; activity change, % at 1.84 µM; U2OS, BacMam KCNH2, thallium flux FluxOr; stronger effect = lower value;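 active means maximum activity change below -70%; inconclusive means maximum activity change between -70% and -50%; inactive means maximum activity change above -50%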
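U2OS cells transduced with wild-type KCNH2 virus are loaded with FluxOr dye for 45 min, and thallium flux is measured in kinetic reads before and after stimulation buffer. Rate constants are normalized to DMSO controls.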
USP2a inh – blocks human ubiquitin-specific protease USP2a | O75604 | USP2 core, Ub-CHOP2 coupled fluorogenic reporter, 485/531 | Potency, µM (titrated, usually from 38.3 µM), for the others: at the top dose activity change, negative = inhibition, most hits filed as inhibitors | actives 0.01% (n = 330,000) | AID 463254;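 further: potency means the concentration at half of the fitted maximal effect; plate controls were DMSO wells for no effect and full inhibition by NEM control for full effect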
Target sequence (O75604 whole entry, looked up): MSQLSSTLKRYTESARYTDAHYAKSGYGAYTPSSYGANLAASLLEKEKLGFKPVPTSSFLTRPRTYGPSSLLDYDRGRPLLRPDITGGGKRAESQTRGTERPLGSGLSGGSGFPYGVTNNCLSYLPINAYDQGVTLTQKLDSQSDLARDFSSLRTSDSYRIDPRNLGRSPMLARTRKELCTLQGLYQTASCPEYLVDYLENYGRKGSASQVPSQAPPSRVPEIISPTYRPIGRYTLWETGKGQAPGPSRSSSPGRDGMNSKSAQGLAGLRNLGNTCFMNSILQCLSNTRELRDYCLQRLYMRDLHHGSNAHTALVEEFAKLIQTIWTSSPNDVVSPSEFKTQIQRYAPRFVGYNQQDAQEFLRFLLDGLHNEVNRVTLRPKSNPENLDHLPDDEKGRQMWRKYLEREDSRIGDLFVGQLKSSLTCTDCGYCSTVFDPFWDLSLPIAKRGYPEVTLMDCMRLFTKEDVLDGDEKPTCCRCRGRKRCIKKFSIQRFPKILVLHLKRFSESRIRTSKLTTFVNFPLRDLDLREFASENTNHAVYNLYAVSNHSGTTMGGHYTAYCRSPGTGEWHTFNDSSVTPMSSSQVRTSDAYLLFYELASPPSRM
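Deubiquitinase activity read as fluorescence (485/531 nm) after Ub-CHOP2 cleavage activates the enterokinase reporter on its substrate; USP2 core 10nM, Ub-CHOP2 and substrate 25nM each, 30min compound preincubation then 60min RT; data normalized to NEM, curves fitted.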
uPA generation – cell surface uPA generation inhibition; cell surface uPA generation assay, qHTS; Potency, µM (titrated, usually from 38.3 µM), for the others: at the top dose activity change, negative = inhibition, most hits filed as inhibitors; actives 0.31% (n = 330,000); AID 540303; active means well fitted inhibition curve with a large enough effect; inconclusive means small, poorly fitted or top-dose-only effect; inactive means no such curve, though single readings can be large or run the other way; tested in mouse RAW 264.7 cells; further: potency means the concentration at half of the fitted maximal effect; nearly all actives have a fitted effect of over 55% in size
Giardia kill – Giardia lamblia killing | AID 540267 | Giardia lamblia trophozoite viability | actives 0.15% (n = 340,000) | activity change, % at 7.66 µM, hits read low; in the data active means activity change below about -80%; inconclusive means between about -30% and that limit;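 further: parasites exposed to compound for two days anaerobically before the ATP read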
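Compounds were tested on trophozoites seeded at 100 cells/well and held 48 hrs at 37 deg C anaerobically. An ATP-based luminescent kit measured the remaining live cells.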
KCNH2 3.1 block – inhibitors of human KCNH2 3.1 potassium channel isoform; U2OS KCNH2 3.1, thallium flux FluxOr; stronger effect = lower value; activity change, % (tested at about 1.8 µM); actives 0.95% (n = 340,000); AID 720553;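 active means maximum activity change below -70%; inconclusive means maximum activity change from -70% to -50%; inactive means maximum activity change above -50%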;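 further: thallium influx rate constant from kinetic fluorescence after stimulation buffer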
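Normalized rate constant (relative to positive and negative DMSO controls) derived from a 2 min kinetic fluorescence read after stimulation; U2OS cells expressing the 3.1 isoform via virus at 1.77 x 10^8 /mL.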
BCR signal inh – inhibitors of chronic active B-cell receptor signaling. ABC-DLBCL IkBa-CBG/CBR reporter, luminescence ratio, 4 h. Potency, µM (doses to about 46.1 µM), without a hit: top-dose ratio change, negative = lower green/red ratio, hits mostly inhibitors. actives 0.05% (n = 340,000). AID 493014; active means well fitted inhibition curve with a large enough effect in the signal ratio, with a control signal flat, not every such curve was filed as active; inconclusive means small, poorly fitted or top-dose-only effect, or effect the other way, or a change in a side signal; the % refers to the signal ratio;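 further: potency means the concentration at half of the fitted maximal effect; plate controls were basal doxycycline-induced cells for no effect and cells given 10 µM MG132 for full effect; MG132 reads +100%, hits lower the ratio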
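TMD8 human ABC-DLBCL cells with doxycycline-inducible IκBα–green luciferase fusion and unfused red luciferase, in 0.5% FBS medium; compounds up to 46 uM, 4 h at 37C. Green/red luminescence ratio, filter-overlap corrected, fitted to concentration-response curves.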
B2AR arrestin – beta2AR (human) beta-arrestin recruitment activity. actives 0.02% (n = 330,000). beta-arrestin recruitment to beta2AR, cell-based reporter. Potency, µM (series often up to 46.1 µM), for the others: top-dose activation, most hits filed as activators;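 further: potency means the concentration at half of the fitted maximal effect; 0% = DMSO controls and full agonism = EC100 isoproterenol or metaproterenol; nearly all actives have a fitted effect of over 65% in size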
GALK inh – blocks human galactokinase activity. P51570. Purified GALK, Kinase-Glo residual ATP luminescence. Potency, µM (doses to about 57.5 µM), for the others: at the highest dose activity change, negative = inhibition, hits mostly inhibitors. actives 0.007% (n = 270,000); further: potency means the concentration at half of the fitted maximal effect
Target sequence (P51570 whole entry, looked up): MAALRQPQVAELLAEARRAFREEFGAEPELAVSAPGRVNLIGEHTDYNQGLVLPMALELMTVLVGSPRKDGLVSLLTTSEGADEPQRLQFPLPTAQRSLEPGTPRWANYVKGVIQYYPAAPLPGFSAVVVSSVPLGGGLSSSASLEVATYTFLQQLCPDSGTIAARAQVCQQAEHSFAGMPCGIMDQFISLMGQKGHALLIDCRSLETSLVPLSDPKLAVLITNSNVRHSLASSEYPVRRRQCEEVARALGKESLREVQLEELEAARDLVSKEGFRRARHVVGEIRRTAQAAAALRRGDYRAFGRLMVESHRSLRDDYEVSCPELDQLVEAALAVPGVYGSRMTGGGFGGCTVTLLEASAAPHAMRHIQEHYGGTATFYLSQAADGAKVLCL
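The enzyme phosphorylates galactose (100 uM) using ATP (35 uM); inhibition is detected as higher residual ATP, quantified by bioluminescence after 1 h reaction at room temperature, pH 8.0.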
Coupling enz – inhibits coupling enzyme system, counter-screen for aldolase hits | coupling enzyme system counterscreen, AmpLite Red fluorescence | activity change, negative = inhibition, % at 58.2 µM, hits read low | actives 0.67% (n = 290,000); in the data active means activity change below about -30%
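Coupling enzymes only (glyceraldehyde-3-phosphate) + compound, at 57.5 uM final, 10 min RT; add substrate/coupling/AmpLite Red mix, 20 min RT; fluorescence ex 525/em 598 nm. Actives flag coupling-system interference.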
PKM2 act – activators of human pyruvate kinase M2; actives 0.34% (n = 260,000); purified PKM2, Kinase-Glo ATP luminescence, activation; response scale: 0% is enzyme alone, no compound; P14618; Potency, µM (titrated, usually from 57.5 µM), for the others: top-dose activation, actives largely listed as activators; further: potency means the concentration at half of the fitted maximal effect; nearly all actives have a fitted effect of over 55% in size
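Kinase-Glo luminescence reports ATP generated from ADP (0.1 mM) and PEP (0.5 mM) by purified hPK-M2 after 1 h at room temperature, pH 7.2 imidazole buffer; intermediate enzyme activity allows detecting inhibitors and activators.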
Numbers without * were called inactive; ? = inconclusive; / = no result given; [ ] = remark or other dose. Unless noted, the call rests on the fitted dose curve; in most records, active means well fitted curve in the direction sought with a large enough effect; inconclusive means small, poorly fitted or top-dose-only effect, or another doubt; inactive means no such curve, though single readings can be large; an effect the other way counts as inactive or inconclusive. Unless noted, on the % scale 0 is the no-effect control and ±100 the full control effect.

entry	smiles	Eya2 phos inh	KCNH2 WT inh	USP2a inh	uPA generation	Giardia kill	KCNH2 3.1 block
1	O=C(CN1C(=O)S/C(=C\c2ccc(O)c([N+](=O)[O-])c2)C1=O)Nc1ccc(N2CCOCC2)cc1	2%	6	1%	3%	3	-8
2	CCOc1ccc(S(=O)(=O)N2CCN(C(=S)NCc3ccco3)CC2)cc1	-1%	37	0%	-7%	11	-4
3	COc1ccc(NC(=O)N2CCN(c3ccc([N+](=O)[O-])cc3)CC2)cc1OC	-1%	8	7%	-1%	9	-36
4	CCOC(=O)C1CCN(S(=O)(=O)c2ccc(-c3nc4ccccc4s3)s2)CC1	19%	2	2%	6%	2	2
5	COc1ccc(C2CC(c3ccccc3)Nc3ncnn32)cc1 (configuration not stated)	1%	2	5%	-1%	?	1
6	Cc1ccc(C(=O)N/C(=C\c2ccccc2)C(=O)NCCN2CCOCC2)cc1	0%	0	-1%	/	-3	-17
7	COc1cc(CNCc2ccc(OC)cc2OC)cc(OC)c1	-4%	-16	-2%	-6%	26	-8
8	Cc1cc(C)cc(OC(=O)CS(=O)c2ccc(C(F)(F)F)cc2[N+](=O)[O-])c1 (configuration not stated)	-13%	3	-2%	-10%	1	-3
9	C=COC(=O)c1sc2nc(C)cc(C)c2c1N	13%	-3	4%	14%	-6	-2
10	Cc1cc(=O)oc2ccc(OCC(=O)N3CCc4ccccc43)cc12	0%	4	-1%	6%	13	-2

entry	BCR signal inh	B2AR arrestin	GALK inh	Coupling enz	PKM2 act
1	0%	0.1%	1%	/	/
2	5%	0.2%	-3%	-3	14µM*
3	-1%	-0.1%	-1%	-10	1%
4	?	-0.3%	-1%	3	5%
5	-4%	-0.6%	-1%	4	-6%
6	1%	0.0%	8%	2	-4%
7	-1%	0.2%	5%	0	-3%
8	?	2.7%	3%	-27	9%
9	?	-0.5%	6%	0	3%
10	-2%	0.0%	4%	0	1%

The final two compounds of the part above lead into the next:
entry	smiles	Eya2 phos inh	KCNH2 WT inh	USP2a inh	uPA generation	Giardia kill	KCNH2 3.1 block
9	C=COC(=O)c1sc2nc(C)cc(C)c2c1N	13%	-3	4%	14%	-6	-2
10	Cc1cc(=O)oc2ccc(OCC(=O)N3CCc4ccccc43)cc12	0%	4	-1%	6%	13	-2
11	CCOc1ccc(NC(=S)Nc2cc(C)[nH]n2)cc1	0%	-8	-1%	-5%	8	1
12	COc1cc(/C=C/C(=O)c2ccc(C)cc2)ccc1OCC#N	-8%	-2	-3%	-11%	-5	7
13	COc1ccc(NC(=S)N(CCc2ccc(OC)c(OC)c2)Cc2ccccn2)cc1	12%	3	1%	-3%	5	7
14	COc1ccc2nc(N=NC3=C(O)CC(C)(C)CC3=O)sc2c1	?	1	-4%	-10%	9	0
15	Cc1ccc(-c2nc(-c3cccnc3)no2)c(C)c1	2%	-10	0%	-3%	-24	1
16	COc1ccccc1NC(=O)c1ccc2c(c1)nnn2C	0%	-9	-4%	6%	-5	15
17	CN(C)c1ccc(CNC(=O)c2cc(S(=O)(=O)N3CCCC3)cn2C)cc1	-9%	12	0%	3%	25	-9
18	NC(=O)c1ccc(NCCc2ccccc2)c([N+](=O)[O-])c1	3%	24	5%	-20%	4	-2
19	O=C(c1ccc(Cl)c(Cl)c1)N1CCOCC1	1%	9	1%	5%	-2	/
20	Cc1ccc(S(=O)(=O)N2C(=O)CCC2C(=O)O/N=C(\N)c2ccccc2)cc1 (configuration not stated)	-21%	-19	-5%	4%	12	-15

entry	BCR signal inh	B2AR arrestin	GALK inh	Coupling enz	PKM2 act
9	?	-0.5%	6%	0	3%
10	-2%	0.0%	4%	0	1%
11	0%	-0.3%	0%	-1	-3%
12	?	0.1%	-2%	3	-4%
13	?	-0.9%	6%	0	-3%
14	10%	0.0%	-1%	2	2%
15	?	-0.8%	0%	-1	-7%
16	-2%	0.4%	-3%	-1	-4%
17	-20%	-0.3%	/	0	3%
18	-9%	-0.3%	-1%	0	?
19	-21%	-0.3%	1%	3	?
20	?	-0.4%	-8%	-2	-4%

Retrieved one by one from the list above, 3 records:
entry	smiles	Eya2 phos inh	KCNH2 WT inh	USP2a inh	uPA generation	Giardia kill	KCNH2 3.1 block
20	Cc1ccc(S(=O)(=O)N2C(=O)CCC2C(=O)O/N=C(\N)c2ccccc2)cc1 (configuration not stated)	-21%	-19	-5%	4%	12	-15
15	Cc1ccc(-c2nc(-c3cccnc3)no2)c(C)c1	2%	-10	0%	-3%	-24	1
3	COc1ccc(NC(=O)N2CCN(c3ccc([N+](=O)[O-])cc3)CC2)cc1OC	-1%	8	7%	-1%	9	-36

entry	BCR signal inh	B2AR arrestin	GALK inh	Coupling enz	PKM2 act
20	?	-0.4%	-8%	-2	-4%
15	?	-0.8%	0%	-1	-7%
3	-1%	-0.1%	-1%	-10	1%

(further entries)
entry	smiles	Eya2 phos inh	KCNH2 WT inh	USP2a inh	uPA generation	Giardia kill	KCNH2 3.1 block
21	Cc1ccc(C)c(Cn2c(=O)n(CCC(=O)NCc3ccco3)c(=O)c3ccccc32)c1	1%	-26	-2%	6%	9	-15
22	CN(C)c1cccc(C(=O)OC(C(=O)Nc2ccc(Cl)cc2C(F)(F)F)c2ccccc2)c1 (configuration not stated)	-3%	2	1%	-2%	-14	-8
23	Cc1cc(C)c(C)c(S(=O)(=O)NCC(=O)Nc2ccccc2F)c1C	7%	-15	-1%	4%	-17	-4
24	C/C(=N\NC1=N[C@H]2CS(=O)(=O)C[C@H]2S1)c1ccccc1	7%	22	3%	2%	-1	11
25	CCN1CCN(C(=O)Nc2cc(Cl)ccc2OC)CC1	0%	-20	-2%	-4%	13	-3
26	CSc1sc(-c2nnc(SCC(=O)Nc3ccc(Cl)cc3)n2C)c2c1C=CCC2	12%	1	3%	7%	-1	-2
27	Cc1ccc(-n2nc(-c3cccnc3)cc2C(=O)N2CCOCC2)c(C)c1	1%	-2	-1%	5%	-1	12
28	CN(C)S(=O)(=O)c1ccc(NC(=O)N2CCN(c3cccc(C(F)(F)F)c3)CC2)cc1	-6%	-3	-3%	-13%	13	-23
29	O=C(CSc1ccc(Cl)cc1)Nc1ncccn1	1%	4	1%	-5%	19	-1
30	COC(=O)[C@@H](NCc1cccc(CN([C@H](C(=O)OC)C(C)C)S(C)(=O)=O)c1)C(C)C	-12%	/	0%	22%	-6	/

entry	BCR signal inh	B2AR arrestin	GALK inh	Coupling enz	PKM2 act
21	0%	0.3%	-2%	-1	-3%
22	7%	-0.4%	-3%	1	-2%
23	-7%	-0.6%	-7%	0	0%
24	?	-0.8%	/	3	5%
25	0%	-0.4%	-1%	-1	0%
26	7%	-0.3%	/	0	-5%
27	-13%	0.6%	0%	-8	0%
28	?	0.0%	-2%	-4	-4%
29	9%	-0.3%	0%	0	-20%
30	?	-0.6%	/	-3	-3%

Going on with the list.
entry	smiles	Eya2 phos inh	KCNH2 WT inh	USP2a inh	uPA generation	Giardia kill	KCNH2 3.1 block
31	Cc1cc(C)c2nc(C(F)(F)F)nc(NCCCN3CCOCC3)c2c1	15%	-7	-2%	/	-12	10
32	COc1ccc(-n2c(C)c([N+](=O)[O-])c3ccc(O)c(CN4CCCCC4)c32)cc1	-2%	30	-13%	7%	-9	-13
33	COc1cc(C(=O)OCC2CC(c3ccccc3)=NO2)cc(OC)c1OC (configuration not stated)	-1%	1	2%	0%	3	0
34	CC(=O)c1ccc(N(C(=O)c2csnn2)C(C(=O)NC(C)(C)C)c2cccs2)cc1 (configuration not stated)	11%	-1	8%	-18%	?	-2
35	c1ccc(OCc2nn3c(-c4n[nH]c5c4CCC5)nnc3s2)cc1	3%[15.4 µM]	7	0%	-1%	7	-8
36	O=C(O)c1cc(N2CCOCC2)nc2ccccc12	-16%	2	0%	0%	-6	-14
37	CCOc1ccc(OCC)c(NC(=O)c2ccc(CNc3c(N4CCCC4)c(=O)c3=O)cc2)c1	0%	11	9%	0%	7	-6
38	CCN(CC)C(=O)CN(c1ccc(Cl)cc1)S(=O)(=O)c1ccccc1	-11%	5	0%	-1%	22	0
39	O=C(CN1CCCC1)OCCCc1ccccc1	-3%	-2	0%	1%	10	-15
40	O=C1CCN(Cc2ccccc2)C=C1c1ccc(C(F)(F)F)cc1	-16%	5	1%	10%	-18	1

entry	BCR signal inh	B2AR arrestin	GALK inh	Coupling enz	PKM2 act
31	?	-0.2%	1%	0	5%
32	?	-0.5%	1%	0	19%
33	0%	0.1%	-3%	2	18%
34	11%	-1.3%	-2%	2	-3%
35	?	0.0%	2%	4	-2%
36	5%	0.2%	2%	-1	?
37	2%	0.3%	-2%	-1	-6%
38	-19%	0.3%	-4%	5	-2%
39	?	-0.8%	0%	4	3%
40	-11%	-0.8%	/	/	/
